# Screening results from PubChem BioAssay.
# HCT116 PTEN-null = suppresses growth of cells with PTEN deletion; AID 827; HCT116 PTEN-null viability, CellTiter-Glo, 60 h; active compounds read low; hit rate 1.2% among 140,000; viability, % at 10 µM;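 active means viability at or below a set limit, 4 SD under the median of all tested compounds, cut at about 3.7% in these data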;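 further: PTEN knockout HCT116 line with beta catenin targeted HCT116 as companion control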
# Measles CPE = protection of cells from measles virus. Measles virus-infected cells, CPE protection, absorbance. protection (pct of control), % at 4 µM. hit rate 1.5% among 140,000. AID 841; in the data active means protection mostly above about 24%, no sharp cut-off; inactive means mostly below about 26%; further: some compounds called inactive have numbers as strong as hits
# E-sel TNF inh = TNF alpha driven E-selectin expression inhibition. HUVEC TNFa-induced E-selectin immunofluorescence, high content. inhibition, % at 2 µM. hit rate 0.71% among 120,000. AID 1246;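 active means inhibition above the batch mean plus 3 SD, and confirmed as a hit on visual image review, cut at about 43% in these data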;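 further: 0% = TNF-stimulated DMSO wells and 100% = unstimulated control wells; not every result past the cut was called active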
# HCT116 bCat-KO = beta-catenin-lacking colon tumor cell growth suppression; HCT116 beta-catenin knockout viability, CellTiter-Glo, 60 h; active compounds read low; viability, % at 10 µM; hit rate 1.5% among 140,000; AID 818;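 active means viability at or under a set limit, the compound median less 4 SD, cut at about 6% in these data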;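 further: 0% = Hyamine 1622 control at 20 µM and 100% = untreated cell control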
# Yeast lifespan up = extends the lifespan of yeast | hit rate 0.68% among 130,000 | inhibition of the nicotinamide effect, % at 10 µM | AID 775 | S. cerevisiae growth with nicotinamide, OD615; deaD strain in restrictive glucose medium;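 active means inhibition above a set limit, placed 3 SD over the median of all compounds, cut at about 26% in these data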;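 further: 0% = nicotinamide-treated wells and 100% = cells grown without nicotinamide; some compounds called inactive have numbers as strong as hits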
#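 System: Modified budding yeast, DeaD strain | Buffer or medium: Restrictive glucose medium | Also added: 1.5 mM nicotinamide | Doses: 10 µM single point, 0.25% DMSO | Schedule: 48 h compound exposure at 30 °C, humidified | Detection: Absorbance at 615 nm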
# Yeast growth inh = chemicals that inhibit yeast BB579 growth in restrictive medium (lifespan-shortening candidates) | S. cerevisiae BB579 growth, OD615, 48 h | hit rate 0.51% among 140,000 | inhibition, % at 10 µM | AID 804;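 active means inhibition above a set limit, 3 SD over the mean compound inhibition, cut at about 44% in these data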; further: inactives centre near -24
#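 controls = amphotericin B 10 µg/mL, positive | assay system = DeaD yeast strain BB579 | schedule = 48 h compound exposure at 30 °C after 4 h preincubation | detection = OD615 turbidity measurement | medium = restrictive CSMM-D medium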
# Phagocytosis inh = macrophage phagocytosis inhibition. J774A.1 macrophage IgG-bead phagocytosis, imaging. inhibition, % at 5 µM. hit rate 0.07% among 110,000;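 active means inhibition above the mean of the plate negative controls plus 5 SD, cut at about 13% in these data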;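 further: phagocytic index as fraction of beads internalized from green versus red external bead signal; plate controls were DMSO negative control for no effect and cytochalasin-D positive control for full effect; some results beyond the cut were filed as inactive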
# NPY-Y2 antag = NPY-Y2 (human) receptor antagonism. P49146. NPY-Y2 expressing cells, antagonist mode. inhibition, % at 2.7 µM. hit rate 0.99% among 140,000. AID 793; in the data active means inhibition above about 17%;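 further: 0% = vehicle with agonist challenge and 100% = reference antagonist with challenge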
# Target sequence (P49146 whole entry, looked up): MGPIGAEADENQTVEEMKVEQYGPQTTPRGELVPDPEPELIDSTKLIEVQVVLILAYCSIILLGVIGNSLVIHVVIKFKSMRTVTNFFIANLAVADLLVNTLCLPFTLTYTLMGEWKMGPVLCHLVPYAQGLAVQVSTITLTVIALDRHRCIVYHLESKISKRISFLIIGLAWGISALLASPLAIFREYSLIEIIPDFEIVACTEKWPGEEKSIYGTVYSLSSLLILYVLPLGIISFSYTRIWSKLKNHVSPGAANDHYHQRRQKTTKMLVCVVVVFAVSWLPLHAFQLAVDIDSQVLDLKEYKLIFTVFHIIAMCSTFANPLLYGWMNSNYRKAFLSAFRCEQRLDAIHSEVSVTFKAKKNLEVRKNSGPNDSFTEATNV
# MRP-1 activ = activates MRP-1. hit rate 0.61% among 140,000. H69AR cells + doxorubicin, viability rescue, CellTiter-Glo. viability increase, % at 10 µM;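 active means viability gain under doxorubicin at or above a set limit, the compound median plus 3 SD, cut at about 4.7% in these data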;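 further: MRP-1 overexpressing cells given doxorubicin 25 µM after compound pretreatment; 18-22 h compound pretreatment then 72 h with doxorubicin before readout; 0% = doxorubicin-only wells and 100% = vehicle-treated cells without doxorubicin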
# GALR2 blocker = GALR2 (human) receptor antagonism; O43603; GALR2-expressing cells, antagonist mode; inhibition, % at 4 µM; hit rate 0.39% among 140,000; in the data active means inhibition above about 27%;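 further: cells stimulated with galanin 1-16 at roughly its EC80; 0% = agonist challenge control and 100% = basal control without agonist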
# Target sequence (O43603 whole entry, looked up): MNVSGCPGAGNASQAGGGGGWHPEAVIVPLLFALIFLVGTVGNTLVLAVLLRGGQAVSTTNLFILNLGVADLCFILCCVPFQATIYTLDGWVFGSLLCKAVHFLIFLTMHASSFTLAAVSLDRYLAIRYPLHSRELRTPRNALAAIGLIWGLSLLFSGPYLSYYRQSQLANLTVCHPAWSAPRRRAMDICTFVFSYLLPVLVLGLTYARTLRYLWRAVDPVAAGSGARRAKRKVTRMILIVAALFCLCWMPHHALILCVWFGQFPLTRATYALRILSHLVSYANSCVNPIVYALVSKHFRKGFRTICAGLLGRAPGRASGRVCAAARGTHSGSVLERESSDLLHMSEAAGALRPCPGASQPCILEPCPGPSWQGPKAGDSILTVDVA
# * hit, by the source's call; x = no result given.
Compound	HCT116 PTEN-null	Measles CPE	E-sel TNF inh	HCT116 bCat-KO	Yeast lifespan up	Yeast growth inh	Phagocytosis inh	NPY-Y2 antag	MRP-1 activ	GALR2 blocker
CCCCC(=O)Nc1ccc(NC(=O)CC)cc1OC	98	2	-12	97	-8	-36	2	0	-0.4	3
COCCCn1c(Cc2csc(Nc3cccc(Cl)c3)n2)nnc1SCC(=O)OC	101	9	-9	96	-8	23	1	1	2.2	4
Cn1c(NCc2cccc(Br)c2)nc2ccccc21	76	3	-30	85	-10	-22	0	0	-4.1	9
COCCNC(=O)COC(=O)c1nsc(Cl)c1Cl	95	3	-1	84	-11	9	x	9	-0.9	4
FC(F)(F)c1cccc(CON=C2CCN(c3ncc(C(F)(F)F)cc3Cl)CC2)c1	90	5	5	90	-2	-37	x	-1	1.0	-13
CC1CCN(C(=O)CSc2nnc(CNc3ccc(F)cc3)n2Cc2ccco2)CC1	67	3	x	70	-6	-46	-2	3	-1.9	-9
CCn1nnc(NC(=O)c2ccccc2Br)n1	83	15	2	91	-3	2	4	0	0.7	-1
O=C(Cn1nc(CNc2ccc(Cl)cc2)[n+]2c1CCCCC2)c1ccc(Cl)cc1	77	21	x	85	-5	24	-5	1	0.6	-1
O=C(CCS(=O)(=O)c1cccs1)Nc1ccc(C(=O)NCc2ccc(F)cc2)cc1	75	11	18	72	-8	-27	1	-2	-2.8	-2
O=c1c2cccnc2[nH]c(=S)n1CCC1=CCCCC1	69	14	1	57	0	-17	-4	0	-3.0	-9
C#CCOCCOCCOCCNc1nc(N2CCN(C(=O)Cn3cc(CCCN=C(N)N)nn3)CC2)nc(N2CCN(C(=O)[C@H]([C@@H](C)CC)n3cc(CCC(=O)O)nn3)CC2)n1	102	2	-37	99	4	-9	x	2	-0.7	-18
CC1=C(C(N)=O)C(c2ccccn2)n2nc(-c3ccccc3Cl)nc2N1 (stereo unspecified)	98	5	x	94	-3	21	0	2	-2.0	19
Cc1cccc(C(C)C)c1-n1nnnc1-c1ccccc1	84	6	-15	82	57	-47	-1	3	-1.4	12
C=CCn1c(-c2cc(OC)c(OC)c(OC)c2)n[nH]c1=S	115	1	0	102	-10	-11	-1	2	1.3	5
Cc1noc2ncnc(Oc3ccccc3)c12	102	12	9	99	-6	-45	0	0	-2.5	6
Cc1ccc(NNC(=O)C(O)(c2cccc(C(F)(F)F)c2)c2cccc(C(F)(F)F)c2)cc1	24	1	-12	23	8	-53	-4	4	-5.4	-1
Cn1c(=O)c2c(ncn2CC(=O)OCC(=O)Nc2ccc(Cl)cc2Cl)n(C)c1=O	91	4	x	93	5	-32	-12	2	-0.7	-7
N#CCCN1CCN(S(=O)(=O)c2ccc(S(=O)(=O)NC3CCCCC3)cc2)CC1	91	9	x	83	-12	-10	0	1	-2.2	13
CC(C)OCCCn1c(-c2ccco2)nc2nc3ccccc3nc21	91	17	-28	95	-12	-17	-1	2	-2.2	5
COc1ccc(Cl)cc1NC(=O)C(C)N1CCN(C/C=C/c2ccccc2)CC1 (stereo unspecified)	77	5	3	84	-23	-7	0	14	-5.4	2
COc1ccc(N2C(=O)CC(Nc3cccc(C(C)=O)c3)C2=O)cc1OC (stereo unspecified)	97	4	-9	97	-6	-30	0	0	-0.6	2
CC(=O)c1c(N2CCN(c3cccc(Cl)c3)CC2)nc(=S)n(-c2ccccc2)c1C	97	13	2	94	-16	-47	-3	0	-0.9	6
CCOC(=O)c1[nH]c2ccc(Br)cc2c1NC(=O)CNC	78	2	18	67	-9	-9	-1	10	-1.8	-1
C=C(C)c1ccc(C(C)(C)NC(=O)N(Cc2ccccc2)Cc2ccco2)cc1	65	15	6	67	-5	-7	0	13	-1.7	-8
CN(C)c1oc(-c2ccc(Cl)cc2)nc1S(=O)(=O)c1ccccc1	94	23	x	96	4	-5	-1	3	0.4	1
CC(=O)Nc1ccc(NC(C)=C(C#N)C#N)cc1	93	9	-5	89	5	-28	-6	2	-1.7	2
Nn1cnnc1N/N=C/c1cc([N+](=O)[O-])c(Cl)cc1Cl	87	5	x	84	-12	-22	0	0	-2.3	-9
COCCn1c(C)cc(C(=O)CSc2nnc(-c3cccnc3)n2-c2ccccc2F)c1C	92	10	2	94	-7	-36	-1	4	-2.0	3
Clc1ccc(C2C3=C(Nc4ncnn42)c2ccccc2CC3)cc1 (stereo unspecified)	38	14	9	39	-15	-46	2	0	-2.5	0
Cc1ccc2c(c1)N(CC(=O)O)C(=O)CO2	90	14	26	86	0	3	3	6	-3.4	1
O=C(O)c1ccc(OC2CSC2)cc1	96	5	x	98	-11	-19	2	2	-0.4	-13
O=c1c2ccccc2n2c(-c3cccc(Cl)c3)nnc2n1Cc1ccccc1	85	8	-5	86	0	-18	8	0	-0.5	-4
COc1cc(NC(=O)CSc2nnnn2-c2ccccc2)cc(OC)c1OC	101	104*	-28	92	10	-32	-2	4	-1.5	-15
Cc1ccc(/C(O)=C2\C(=O)C(=O)N(c3cc(C)on3)C2c2cccc(Cl)c2)cc1 (stereo unspecified)	96	5	-11	99	60	4	-3	6	-0.7	-6
N#CC1=C2SCN(Cc3ccco3)CN2C(=O)CC1c1cccc2ccccc12 (stereo unspecified)	88	5	-19	101	-22	-13	3	1	-3.4	6
CCOC(=O)COc1c(Br)cc(/C=C2\SC(=O)N(CC(=O)N3CCCC3)C2=O)cc1OC	92	21	-18	95	-11	-52	0	0	-1.2	12
Cc1ccccc1-n1c(SCc2c(C)noc2C)nnc1-c1cccnc1	92	21	3	99	-8	-8	-2	1	-3.2	0
O=C(Nc1nc(-c2ccccc2)cs1)C1CCCCN1S(=O)(=O)c1ccccc1 (stereo unspecified)	38	27	-20	43	-2	-34	-2	1	-2.8	-9
Nc1ncnc2c1ncn2[C@@H]1O[C@H](CO)[C@@H](O)[C@H]1O	99	45*	x	101	5	-44	x	2	-0.8	3
O=C(CCN1CCN(C(c2ccccc2)c2ccccc2)CC1)N/N=C/c1ccc(O)cc1	81	6	x	91	-4	-21	-11	4	-3.9	4
Cc1ccccc1NC(=O)CN1CCC(n2nnc3ccccc32)CC1	92	4	-2	102	-24	7	x	1	-2.7	2
CCCSC1=C(C#N)C(c2cccs2)C(C(=O)Nc2ccccc2)=C(C)N1 (stereo unspecified)	60	6	-23	72	x	-46	x	2	-4.0	11
CNC(=S)N(Cc1ccc(OC)cc1)C1CC(=O)N(c2ccc(OC)cc2)C1=O (stereo unspecified)	89	15	x	93	x	-27	x	1	-4.0	1
COC(=O)c1cc(C(=O)OC)cc(N2C(=O)CC(NNC(=O)c3ccc(C)cc3)C2=O)c1 (stereo unspecified)	96	6	x	95	1	10	7	-1	-0.1	-7
Cc1[nH]c2c(C)cccc2c1CCNC(=O)c1ccc2c(c1[N+](=O)[O-])C(=O)c1ccccc1C2=O	2.0*	4	x	2.1*	-26	-32	x	-6	-6.5	15
Fc1cccc(NC(=S)NCCN2CCOCC2)c1	97	4	x	100	2	-18	-2	1	-1.9	1
CCOC(=O)CNC(=O)CSc1nc2cccnc2n1CC	97	4	4	89	x	-36	x	-2	-3.7	8
O=C(CC1NCCNC1=O)OCc1ccccc1 (stereo unspecified)	99	3	-65	94	-3	-5	-4	0	-0.5	-1
O=C(CSC1=Nc2ccccc2C2=NC(c3ccccc3)C(=O)N12)NCC1CCCO1 (stereo unspecified)	96	16	-1	103	-6	26	1	-3	-1.2	1
COc1ccc(NC(=O)CN2CCC(n3c(C)nc4cc(F)ccc43)CC2)c(OC)c1	83	8	x	104	-28	-14	4	2	-4.6	-7
COc1cc(C(=O)NCCc2cn3ccccc3n2)cc(OC)c1OC	98	2	x	95	-15	4	-1	1	-3.2	-9
CCn1c(SCC(=O)c2ccc(Cl)cc2)nnc1-c1ccoc1C	80	x	-11	90	-17	-18	0	7	-1.6	-10
Cn1ncc([N+](=O)[O-])c1C(=O)Nc1ccn(Cc2ccccc2F)n1	92	x	-3	96	-9	-63	2	-1	1.0	3
Cc1cc(C)c2c(=O)[nH]c(SCC(=O)N(C)C)nc2n1	96	10	14	85	-24	-10	x	4	-3.1	1
CCn1c(=O)c(=O)[nH]c2cc(C(=O)NC3CC3)ccc21	102	7	x	97	5	-25	-5	2	-1.4	0
CCCCNC(=O)NCC(=O)Nc1ccc(F)c(F)c1	99	25	x	107	-8	-46	-1	-1	-0.7	9
O=c1oc2ccccc2cc1N1CCOCC1	103	27	x	94	-1	-8	1	2	-0.3	9
O=C(O)/C=C/c1coc2ccc(F)cc2c1=O	93	25	x	92	7	12	5	-1	-0.9	-2
c1cncc(Nc2nc(-c3cccs3)cs2)c1	79	1	-20	78	-10	17	1	-3	-4.5	19
O=C(/C=C/c1ccc(Cl)c([N+](=O)[O-])c1)Nc1ccc(N2CCCC2)cc1	44	21	-26	63	-2	-42	-3	-1	-2.3	-2

# Later entries
Compound	HCT116 PTEN-null	Measles CPE	E-sel TNF inh	HCT116 bCat-KO	Yeast lifespan up	Yeast growth inh	Phagocytosis inh	NPY-Y2 antag	MRP-1 activ	GALR2 blocker
COc1ccc(-c2nnc(SCc3cc(C)ccc3C)n2N)cc1	101	14	9	103	-20	-14	x	2	-4.0	7
Cc1cc(C(=O)NCCN2CCN(c3cccc(Cl)c3)CC2)n(-c2ccccc2)n1	19	8	13	10	-7	18	1	-1	-3.3	9
CC(=O)NC(=O)NC1OC(=O)C(Cl)=C1Cl (stereo unspecified)	93	16	-23	95	-10	-13	x	0	0.2	0
COc1ccc(CCNC(=O)COC(=O)c2cnc(C)cn2)cc1OC	104	7	38	98	-4	-14	-1	0	-0.2	-7
Cc1cccc(NC(=O)Cn2c(O)c(N=NC(=O)c3ccccc3O)c3ccccc32)c1	102	5	-16	87	-4	7	-3	-1	-0.7	3
C=CCNC(=S)NNC(=O)c1cccn(Cc2ccc(Cl)cc2Cl)c1=O	73	22	1	80	16	-28	x	4	-2.3	-12
CCCCc1c(O)nc(SCC(=O)Nc2ccc3c(c2)CCC3)[nH]c1=O	86	49*	60*	89	11	-18	-1	6	-2.5	10
COc1ccc(C(=O)N2CCN(c3ccccn3)CC2)cc1	108	45*	-2	103	-5	-42	1	5	-0.2	1
CC(=O)Oc1ccc(/C=N/NC(=O)C2CCCN2S(=O)(=O)c2ccc(Cl)cc2)cc1 (stereo unspecified)	92	3	43	80	-6	-46	-1	5	-1.3	4
Cc1nc([N+](=O)[O-])c(N2CCN(Cc3ccccc3)CC2)n1Cc1ccccc1	84	6	11	84	3	-53	0	14	-1.1	-3
CCOc1cc(C2C3=C(CCCC3=O)NC3=C2C(=O)CCC3)cc(Cl)c1O	98	5	x	99	x	-25	0	x	-1.5	x
COc1ccc(CNC(NC(=O)c2ccccc2)(C(F)(F)F)C(F)(F)F)cc1	88	22	x	94	0	-15	x	3	-3.0	4
